ELG1 repair inh = qHTS screen for small molecules that inhibit ELG1-dependent DNA repair in human embryonic kidney (HEK293T) cells expressing luciferase-tagged ELG1. HEK293T ELG1-luciferase reporter, luminescence, 16 h; DNA damage induced by 5-fluorouridine. Potency, µM (doses to about 46.1 µM), without a hit: top-dose activity change, negative = inhibition, actives largely listed as inhibitors. actives 2.3% (n = 330,000). AID 504467, 2011; also: potency is read from the fitted curve at half-maximal effect; % is scaled to controls: 0 for no effect and ±100 for the full control effect; nearly all actives have a fitted effect of over 55% in size
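Reporter activity after DNA damage by 5-fluorouridine is monitored. Compound-treated cells incubate 16 hr at 37 °C, then ONE-Glo is added for 30 min before luminescence reading.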
Mito fusion act = qHTS Assay for Small Molecule Inhibitors of Mitochondrial Division or Activators of Mitochondrial Fusion | S. cerevisiae fusion-defective mutant growth rescue, CellTiterGlo 48 h | Potency, µM (top dose mostly 46.1 µM), for the others: top-dose growth rescue (activation), actives largely listed as activators | actives 0.23% (n = 320,000);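 also: potency is read from the fitted curve at half-maximal effect; % of control where 0% means no effect; nearly all actives have a fitted effect of over 45% in size; temperature-sensitive fusion mutants such as fzo1-1 at 37 °C on non-fermentable ethanol glycerol medium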
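Read-out: ATP-based luminescence (CellTiterGlo, 10 min ambient) reporting growth of fusion-defective ts yeast after 48 hours at 37C on glycerol/ethanol YPEG medium in the presence of compound.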
PTAP TSG101 blk = qHTS Assay for Iinhibitors of HIV-1 Budding by Blocking the Interaction of PTAP/TSG101; Tumor susceptibility gene 101 protein (Homo sapiens), Q99816; Fluorescence polarization, FITC-PTAP peptide / Tsg101 binding; Potency, µM (doses to about 115 µM), without a hit: at the top dose activity change, negative = inhibition, actives largely listed as inhibitors; 340,000 tested, under 10 active; active = well fitted inhibition curve with a large enough effect in the main read-out, with a control signal flat, not every such curve was filed as active; inconclusive = small, poorly fitted or top-dose-only effect, or effect the other way, or a change in a side signal; inactive = no such curve, though single readings can be large or run the other way; also: potency is read from the fitted curve at half-maximal effect; % of control where 0% means no effect
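Tsg101 binding domain (10 uM final) was mixed with compound and a FITC-labeled PTAP peptide (50 nM final) in HEPES pH 7.5 buffer with NaCl, Tween 20, EDTA and TCEP; fluorescence polarization was read after 20 min at r.t.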
Chronic BCR inh = qHTS Assay to Find Inhibitors of Chronic Active B-Cell Receptor Signaling; ABC-DLBCL IkBa-CBG/CBR reporter, luminescence ratio, 4 h; Potency, µM (highest dose often 46.1 µM), inactives show at the top dose ratio change, negative = lower green/red ratio, hits mostly inhibitors; actives 0.05% (n = 340,000); AID 493014, 2011; active = well fitted inhibition curve with a large enough effect in the signal ratio, with a control signal flat, not every such curve was filed as active; inconclusive = small, poorly fitted or top-dose-only effect, or effect the other way, or a change in a side signal; the % refers to the signal ratio;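 also: potency is read from the fitted curve at half-maximal effect; plate controls were basal doxycycline-induced cells for no effect and cells given 10 µM MG132 for full effect; MG132 reads +100%, hits lower the ratio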
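TMD8 human ABC-DLBCL cells with doxycycline-inducible IκBα–green luciferase fusion and unfused red luciferase, in 0.5% FBS medium; compounds up to 46 uM, 4 h at 37C. Green/red luminescence ratio, filter-overlap corrected, fitted to concentration-response curves.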
Eya2 inh = qHTS Assay for Inhibitors of the Phosphatase Activity of Eya2; Protein phosphatase EYA2 (Homo sapiens), O00167; recombinant Eya2, OMFP fluorescence dephosphorylation (OMFP is methylfluorescein phosphate); Potency, µM (series often up to 76.9 µM), without a hit: at the highest dose activity, negative = inhibition, most hits filed as inhibitors; actives 0.006% (n = 330,000); AID 488837, 2010; also: potency is read from the fitted curve at half-maximal effect; % is scaled to controls: 0 for no effect and ±100 for the full control effect
Target sequence (O00167 whole entry, looked up): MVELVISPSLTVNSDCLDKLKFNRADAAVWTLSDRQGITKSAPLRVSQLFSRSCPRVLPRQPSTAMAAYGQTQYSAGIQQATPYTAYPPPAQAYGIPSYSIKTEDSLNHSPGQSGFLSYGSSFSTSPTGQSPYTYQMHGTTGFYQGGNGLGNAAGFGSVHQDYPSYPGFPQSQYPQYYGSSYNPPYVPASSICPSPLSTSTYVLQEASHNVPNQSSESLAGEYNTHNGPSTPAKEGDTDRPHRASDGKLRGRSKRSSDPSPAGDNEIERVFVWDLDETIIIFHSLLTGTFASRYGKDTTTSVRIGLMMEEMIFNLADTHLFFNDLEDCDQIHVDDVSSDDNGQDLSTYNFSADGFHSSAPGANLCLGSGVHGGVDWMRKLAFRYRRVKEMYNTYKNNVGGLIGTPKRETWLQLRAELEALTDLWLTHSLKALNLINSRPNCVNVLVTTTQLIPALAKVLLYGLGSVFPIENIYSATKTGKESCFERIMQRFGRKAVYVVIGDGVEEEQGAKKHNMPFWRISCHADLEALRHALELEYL
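Eya2 (0.2 uM) preincubated 10 min at ambient with compound, then OMFP substrate added at 50 uM; 10 min reaction in 50 mM HEPES pH 7.5, 50 mM NaCl, 5 uM MgCl2, 0.05% BSA, 1 mM DTT. Fluorescence read at Ex 485/Em 525 nm.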
USP2a inh = qHTS Assay for Inhibitors of Ubiquitin-specific Protease USP2a Using CHOP2 as the Reporter | Ubiquitin carboxyl-terminal hydrolase 2 (Homo sapiens), O75604 | USP2 core, Ub-CHOP2 coupled fluorogenic reporter, 485/531 | Potency, µM (highest dose often 38.3 µM), without a hit: at the top dose activity change, negative = inhibition, most hits filed as inhibitors | actives 0.01% (n = 330,000) | AID 463254, 2010;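 also: potency is read from the fitted curve at half-maximal effect; plate controls were DMSO wells for no effect and full inhibition by NEM control for full effect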
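Cell-free coupled assay: 10nM USP2 core preincubated 30min RT with compound in Tris-HCl pH 8.0/CaCl2/CHAPS buffer, then 25nM Ub-CHOP2 and 25nM reporter substrate; fluorescence (Ex 485/Em 531) read after 60min RT, normalized to NEM inhibition, concentration-response curves fitted.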
uPA surface inh = qHTS for Inhibitors of Cell Surface uPA Generation. cell surface uPA generation assay, qHTS. Potency, µM (series often up to 38.3 µM), without a hit: top-dose activity change, negative = inhibition, hits mostly inhibitors. actives 0.31% (n = 330,000). AID 540303, 2011; active = well fitted inhibition curve with a large enough effect; inconclusive = small, poorly fitted or top-dose-only effect; inactive = no such curve, though single readings can be large or run the other way; tested in mouse RAW 264.7 cells; also: potency is read from the fitted curve at half-maximal effect; % is scaled to controls: 0 for no effect and ±100 for the full control effect; nearly all actives have a fitted effect of over 55% in size
TSHR antag = Antagonists of the Thyroid Stimulating Hormone Receptor: HTS campaign; AID 504810, 2011; TSHR-expressing cells, TSH-stimulated cAMP HTRF, 2 h; active compounds read low; actives 0.2% (n = 330,000); activity change, negative = inhibition, % at 11.5 µM;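 active = activity change below a set negative limit, meaning inhibition stronger than a set level, cut at about -70% in these data; inconclusive = activity change between two set negative limits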; also: % is scaled to controls: 0 for no effect and ±100 for the full control effect
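Read-out is FRET at 665 nm (cryptate excitation 337 nm) from a cryptate-tagged anti-cAMP antibody, competed by cell cAMP against cAMP-d2. Compounds are tested on freshly harvested TSHR cells challenged with 4nM TSH (EC80) for 2 hours at 37 deg C.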
Tb PFK block = qHTS Assay to Find Inhibitors of T. brucei phosphofructokinase. ATP-dependent 6-phosphofructokinase (Trypanosoma brucei brucei), O15648. T. brucei PFK, ADP-Glo luminescence. Potency, µM (doses to about 57.5 µM), for inactives: at the top dose activity, negative = inhibition, usual class: inhibitors. actives 0.17% (n = 330,000). AID 485367, 2010;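 also: potency is read from the fitted curve at half-maximal effect; 0% = uninhibited 1x PFK enzyme wells and -100% = no-enzyme wells; nearly all actives have a fitted effect of over 60% in size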
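ADP-Glo luminescence quantified ADP after 45 min at room temperature, with 1.25 nM T. brucei PFK, 0.1 mM ATP and 0.5 mM fructose-6-phosphate in pH 8.0 TEA buffer. qHTS titrations up to 57 µM; curves classified by quality.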
B2AR arrestin = qHTS assay of beta-arrestin-biased ligands of beta2-adrenergic receptor; Beta-2 adrenergic receptor (Homo sapiens), P07550; beta-arrestin recruitment to beta2AR, cell-based reporter; Potency, µM (titrated, usually from 46.1 µM), for the others: top-dose activation, most hits filed as activators; actives 0.02% (n = 330,000);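 also: potency is read from the fitted curve at half-maximal effect; 0% = DMSO controls and full agonism = EC100 isoproterenol or metaproterenol; nearly all actives have a fitted effect of over 65% in size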
Target sequence (P07550 whole entry, looked up): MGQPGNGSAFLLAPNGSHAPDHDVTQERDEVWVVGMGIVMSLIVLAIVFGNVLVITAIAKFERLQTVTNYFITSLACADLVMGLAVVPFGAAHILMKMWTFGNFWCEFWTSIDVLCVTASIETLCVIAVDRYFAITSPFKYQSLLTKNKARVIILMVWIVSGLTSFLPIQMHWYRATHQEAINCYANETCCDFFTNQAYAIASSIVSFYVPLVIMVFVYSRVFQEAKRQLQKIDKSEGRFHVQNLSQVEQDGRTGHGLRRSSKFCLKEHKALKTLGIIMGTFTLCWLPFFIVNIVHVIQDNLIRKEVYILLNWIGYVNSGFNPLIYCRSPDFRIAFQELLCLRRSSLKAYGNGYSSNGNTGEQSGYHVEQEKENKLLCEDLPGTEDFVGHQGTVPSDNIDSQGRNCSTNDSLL
TCR activator = Activators of T cell receptors: qHTS campaign; 330,000 tested, under 10 active; AID 504894, 2011; primary human leukocytes, anti-CD3, IL-2 HTRF, 48 h; Potency, µM (series often up to 9.22 µM), without a hit: top-dose activation of IL-2 secretion, usual class: activators; also: % of control where 0% means no effect
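Activity was scored as IL-2 release from primary human leukocytes given only a TCR signal (a-CD3 beads) plus compound for 48 hr. Detection used a two-antibody HTRF format read at 665nm.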
The depositor's hits bear a star; ? = inconclusive; · = no result given; [ ] = remark or other dose. Unless noted, calls follow the shape of the dose curve; as a rule, active = well fitted curve in the direction sought with a large enough effect; inconclusive = small, poorly fitted or top-dose-only effect, or another doubt; inactive = no such curve, though single readings can be large; an effect the other way counts as inactive or inconclusive. Rows were taken by chance, and some 3% of all compounds hit somewhere here.

SMILES | ELG1 repair inh | Mito fusion act | PTAP TSG101 blk | Chronic BCR inh | Eya2 inh | USP2a inh | uPA surface inh | TSHR antag | Tb PFK block | B2AR arrestin | TCR activator
CC1CCN(c2ccc(C(=O)O)cc2)CC1 | 0.0% | 5.2% | -3.7% | 2.0% | 0.9% | 4.4% | 5.0% | 14.5 | 3.8% | -0.2% | 0.7%
S=c1[nH]nc(Cc2ccc(Cl)cc2)o1 | -5.5% | -2.2% | -0.2% | ? | -3.9% | 7.8% | -0.5% | -5.6 | 0.0% | -1.1% | 2.7%
Cc1cc(C)cc(N2CCCn3c2nc2c3c(=O)n(CC(=O)OCc3ccccc3)c(=O)n2C)c1 | -14.4% | -0.2% | -9.1% | 2.0% | -3.9% | -1.8% | · | 1.1 | -5.5% | 0.2% | 0.7%
Cc1ccccc1NC(=O)CSc1nnc(NC(=O)C2CC2)s1 | -0.9% | -3.7% | -1.9% | 0.4% | -5.9% | -0.1% | -0.3% | -3.8 | -2.8% | 0.3% | -15.1%
CN(C)N1C(N)=C(C#N)C(c2ccc3c(c2)OCO3)C2=C1CC(C)(C)CC2=O (configuration not stated) | 11.6% | -0.7% | -1.7% | ? | -3.0% | 3.1% | -5.5% | -5.2 | -0.2% | -0.7% | 4.4%
Cc1ncc([N+](=O)[O-])n1CC(=O)Nc1ccc(Br)cc1 | 19.5% | -0.1% | 0.6% | -1.3% | -3.1% | 0.0% | 2.8% | 0.1 | -9.8% | -0.6% | -7.5%
Cn1cccc1Cc1nnc(SCC(=O)N2CCc3ccccc32)n1-c1ccc(F)cc1 | ? | 3.9% | 0.2% | 7.9% | -2.1% | 2.2% | -0.5% | 0.9 | -14.4% | 0.5% | 4.9%[46.1 µM]
O=C1CC(c2cccs2)c2ccc3ccccc3c2N1 (configuration not stated) | -5.9% | 6.8% | -0.4% | -15.3% | -2.3% | 1.0% | -1.4% | 8.9 | 0.1% | -0.3% | 1.8%
CCOC(=O)c1ccc(Cl)c(NC(=O)c2cccnc2)c1 | 6.0% | -5.2% | · | 0.1% | -5.6% | -3.1% | · | 19.4 | 0.0% | -0.2% | ·
O=C(COc1cc(Cl)c(Cl)cc1Cl)Nc1cccc(O)c1 | ? | ? | -3.0% | ? | -3.5% | 0.1% | 12.0% | -21.6 | 3.0% | -0.7% | 6.3%
COc1ccc(C(CNC(=O)COc2ccccc2OC)N(C)C)cc1OC (configuration not stated) | -2.9% | 0.8% | -1.5% | ? | -2.5% | 0.8% | -0.1% | -0.3 | 1.1% | -0.3% | -0.9%
Cn1nc(-c2ccccc2)c(C(=O)Nc2ccc(C(F)(F)F)cc2)c1Cl | -15.4% | 0.1% | -3.3% | 5.5% | -4.4% | -0.7% | 3.2% | 3.4 | -2.0% | -1.5% | ·
COCCCN1C(=O)C(=O)/C(=C(/O)c2ccc(OC(C)C)cc2)C1c1cccnc1 (configuration not stated) | 2.9% | 0.4% | -0.5% | 5.1% | 7.5% | 1.0% | 0.9% | 10.4 | -3.3% | -0.3% | 1.3%
CC(NS(=O)(=O)c1ccc(Br)cc1)C(=O)NCc1ccc2c(c1)OCO2 (configuration not stated) | 4.5% | -0.7% | -2.0% | -2.8% | 10.6% | 12.2% | -1.2% | -2.8 | -0.3% | -0.3% | 0.1%
COc1ccc(-c2nnc(SCC(=O)Nc3ccc(C)cc3)n2C)cc1 | -18.9% | 0.1% | -3.3% | 3.2% | 15.3% | -0.1% | 3.2% | -5.5 | 1.0% | 0.3% | -2.7%
O=S(=O)(c1ccc2ccccc2c1)N1CCc2ccccc21 | -12.4% | 0.4% | -0.1% | 0.4% | -7.7% | 4.1% | -15.2% | 14.5 | 0.7% | -1.1% | ·
COc1cc(-c2nnc(SCC(=O)Nc3cc(C)on3)n2C)cc(OC)c1O | -5.2% | 0.4% | -3.3% | 0.0% | 6.9% | 3.6% | -0.3% | 2.2 | -7.4% | 0.5% | -0.4%
COc1cccc(C(=O)Nc2ccc3[nH]ncc3c2)c1OC | ? | 2.8% | -0.4% | 1.0% | -7.0% | 0.3% | -6.6% | 15.4 | -5.2% | -0.1% | -2.0%
Cc1ccc(C(=O)COC(=O)CNC(=O)c2ccc(N3C(=O)c4ccccc4C3=O)cc2)cc1C | ? | 1.9% | 0.1% | 2.9% | 0.3% | -2.0% | -2.7% | -6.3 | -4.4% | 0.3% | -3.6%[46.1 µM]
COc1ccc(CNC(=O)C2CCC(CNS(=O)(=O)c3cccc4cccnc34)CC2)cc1 (configuration not stated) | -17.2% | -0.2% | 2.9% | -3.5% | -2.5% | 2.9% | -5.9% | 3.8 | 0.3% | 0.3% | -12.1%
COc1ccc(S(=O)(=O)N(C)C)cc1NC(=O)CCCSc1ccccc1 | ? | 9.6% | 3.8% | ? | -14.8% | -1.0% | -1.9% | 5.7 | -10.5% | -0.1% | -5.9%
COc1cccc(NS(=O)(=O)NC(=O)c2cn(C)c3ccccc23)c1 | ? | 8.0% | -1.9% | 0.9% | 14.4% | 1.9% | -1.6% | -2.5 | 3.4% | 0.0% | 1.1%
CC(C)(C)c1cc(CCC(=O)NCc2cccnc2)cc(C(C)(C)C)c1O | 8.6% | -1.7% | -3.1% | 0.5% | 0.6% | 0.5% | 4.6% | 12.8 | -4.2% | 0.1% | 1.6%
COc1ccccc1CNCc1cc(OC)c(OC)cc1OC | -0.4% | -4.8% | -0.6% | -3.7% | 11.1% | 1.1% | · | 1.4 | -13.9% | -0.2% | -2.6%
Cn1c(=O)[nH]c(=O)c2c1nc(N1CCCCC1)n2C/C=N/Nc1ccc(C(=O)O)cc1 | ? | -5.0% | -5.1% | ? | ? | 4.6% | 4.0% | 3.2 | -2.8% | 0.0% | 9.5%
CCOc1ccc(NC(=O)CN(C)C(=O)c2ccc(COc3ccccc3)cc2)cc1OCC | -14.8% | 4.2% | -3.0% | -4.6% | -2.9% | 1.1% | -1.0% | 17.0 | -0.2% | 0.0% | -1.7%
CN(C)S(=O)(=O)c1cccc(N=C2SCCN2Cc2ccccc2)c1 | 18.3µM* | 7.7% | -3.4% | -15.3% | -6.7% | -0.6% | -1.2% | -11.7 | 0.1% | 3.9% | -8.1%
COc1cccc(CN2CCC(n3nccc3NC(=O)CCCc3ccccc3)CC2)c1 | ? | -3.6% | 0.6% | -5.6% | 10.7% | 0.2% | -6.1% | 6.3 | -5.2% | -0.9% | 6.2%
COc1ccc(C2C(C(=O)c3ccco3)=C(O)C(=O)N2CC2CCCO2)c(OC)c1 (configuration not stated) | ? | 3.4% | -0.3% | -5.0% | -8.0% | 0.9% | 1.0% | 25.7 | -3.3% | 0.0% | -4.8%
Cc1c(C(C)C)c(=O)n(-c2ccc(S(=O)(=O)N3CCOCC3)cc2)n1C | 3.2% | 14.5% | -10.1% | 9.7% | -1.5% | 0.8% | -3.6% | -6.0 | 1.0% | -0.2% | -2.8%
COc1ccc(NS(=O)(=O)c2cccc(C(=O)N3CCCCCC3)c2)cc1 | -8.7% | -1.8% | 0.0% | 7.8% | -14.1% | -0.8% | -6.0% | -1.0 | -4.0% | -1.9% | 0.2%

Screening results: PubChem BioAssay, National Center for Advancing Translational Sciences (NCATS)
